# CHRM5 PAM – potentiates acetylcholine response at human M5 receptor; P08912; CHO-K1 hM5, Fluo-8 calcium, ACh EC20 PAM; 0% = ACh EC20, 100% = ACh EC100; activation, % at 3 µM; 360,000 tested, 0.3% active; AID 624038;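 active = activation above the run cutoff, the mean activation of all test compounds plus 3 SD, cut at about 18% in these data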
#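 Assay system – human M5 receptor in CHO-K1 cells · Read-out – % activation, ACh-normalized · Technique – Fluo-8 calcium fluorescence · Dosing – single-point, 3 µM nominal · Incubation – Fluo-8 loading 80 min at 37 °C plus 30 min room temperature · Repeats – singlicate, one well per test compound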
# M4 ag – CHRM4 agonism in calcium assay. activation, % at 3 µM. P08173. AID 624127. 360,000 tested, 0.14% active. CHO-K1 hM4/Gqi5, Fluo-8 calcium fluorescence; vehicle 0%, full acetylcholine response 100%;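 active = activation above the run mean over all test wells plus 3 SD, cut at about 32% in these data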;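 note: peak over basal fluorescence ratio per well then scaled between controls; 0% = DMSO wells and 100% = acetylcholine at EC100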
# Target sequence (P08173 whole entry, looked up): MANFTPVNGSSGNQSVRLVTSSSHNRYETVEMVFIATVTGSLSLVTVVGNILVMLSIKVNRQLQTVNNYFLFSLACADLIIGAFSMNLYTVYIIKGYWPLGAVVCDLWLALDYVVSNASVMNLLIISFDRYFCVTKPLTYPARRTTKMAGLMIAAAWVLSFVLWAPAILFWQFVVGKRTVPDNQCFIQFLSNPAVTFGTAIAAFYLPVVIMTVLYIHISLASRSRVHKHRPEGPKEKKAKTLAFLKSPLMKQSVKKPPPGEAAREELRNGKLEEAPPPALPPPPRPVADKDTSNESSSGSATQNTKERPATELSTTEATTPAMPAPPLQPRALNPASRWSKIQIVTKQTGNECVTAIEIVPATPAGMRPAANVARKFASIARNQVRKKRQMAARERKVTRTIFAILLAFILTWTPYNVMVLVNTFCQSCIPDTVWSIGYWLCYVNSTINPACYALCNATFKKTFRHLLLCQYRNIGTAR
# M4 PAM – positive allosteric modulators of human muscarinic M4 receptor; CHO-K1 hM4/Gqi5, Fluo-8 calcium fluorescence, ACh EC20; 0% = ACh EC20, 100% = maximal ACh; P08173; 360,000 tested, 0.4% active; activation, % at 3 µM;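 active = activation above its plate's cutoff, the mean activation of sample wells plus 3 SD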; note: some results filed as inactive read as strong as hits
# CHRM1 PAM – potentiates human M1 receptor response to acetylcholine; CHO-K1 hM1, Fluo-8 calcium fluorescence, ACh EC20; 0% = ACh EC20, 100% = maximal ACh; P11229; AID 588819; activation, % at 3 µM; 360,000 tested, 0.088% active; in the data active = activation above about 19%, passing the limit was not always enough
# Target sequence (P11229 whole entry, looked up): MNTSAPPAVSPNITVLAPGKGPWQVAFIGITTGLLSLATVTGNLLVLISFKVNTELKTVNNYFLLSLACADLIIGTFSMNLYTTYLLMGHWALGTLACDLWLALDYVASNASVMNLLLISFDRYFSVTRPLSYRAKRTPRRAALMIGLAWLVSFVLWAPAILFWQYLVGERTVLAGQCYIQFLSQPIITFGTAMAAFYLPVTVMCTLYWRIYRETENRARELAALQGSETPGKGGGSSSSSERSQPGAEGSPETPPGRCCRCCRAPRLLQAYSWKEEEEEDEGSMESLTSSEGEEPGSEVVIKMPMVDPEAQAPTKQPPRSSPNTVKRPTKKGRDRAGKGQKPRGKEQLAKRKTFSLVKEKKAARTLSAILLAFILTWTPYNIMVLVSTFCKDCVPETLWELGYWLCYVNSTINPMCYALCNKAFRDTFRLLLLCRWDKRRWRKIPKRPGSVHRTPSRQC
# CHRM5 agonist – CHRM5 agonism in calcium assay; activation, % at 3 µM; CHO-K1 hM5 cells, Fluo-8 calcium fluorescence; 0% DMSO wells, 100% maximal acetylcholine response; P08912; 360,000 tested, 0.19% active;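 active = activation above the run's mean over test compounds plus 3 SD, cut at about 23% in these data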;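 note: signal is peak over basal fluorescence ratio across the kinetic read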
# CHRM4 antagonist – antagonists of human muscarinic M4 receptor (CHRM4) | P08173 | inhibition, % at 3 µM | 360,000 tested, 0.73% active | CHO-hM4 cells, ACh EC80, Fluo-8 calcium fluorescence | AID 624125;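 active = inhibition above its plate's cutoff, the mean inhibition of sample wells plus 3 SD, cut at about 27% in these data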;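 note: 0% = acetylcholine EC80 with DMSO and 100% = DMSO without agonist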
# M5 antag – CHRM5 antagonism in calcium assay. P08912. CHO-hM5 cells, Fluo-8 calcium fluorescence, ACh EC80. inhibition, % at 3 µM. 360,000 tested, 0.59% active;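 active = inhibition above a per-plate cutoff, the mean of that plate's test compounds plus 3 SD, cut at about 27% in these data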;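 note: 0% = acetylcholine EC80 with DMSO and 100% = DMSO without agonist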
# CRFR2-BP antag – blocks CRF-induced signaling of the CRF-BP/CRF-R2 complex. inhibition, % at 11.8 µM. 350,000 tested, 0.59% active. HEK293 CRF-R2/CRF-BP, CRF-induced calcium fluorescence;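 active = inhibition of the ligand-induced calcium signal above about 50% at the single tested concentration, limit read from the data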
# CRFBP-R2 agonist – CRF-BP/CRF-R2 complex agonism | activation, % at 13.2 µM | HEK293 CRF-R2/CRF-BP, calcium dye fluorescence (FLIPR); percent of saturating CRF peptide response | 350,000 tested, 0.46% active;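 active = activation of at least 50%, plus an integration ratio under a set limit after plate pattern correction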;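 note: plate controls were neutral control wells without compound for no effect and CRF at EC100 for full effect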
# * marks the source's active call; other numbers are inactive results; · = no result given. Compounds were not picked by outcome. About 2.6% of those tested had a hit in this group.
SMILES,CHRM5 PAM,M4 ag,M4 PAM,CHRM1 PAM,CHRM5 agonist,CHRM4 antagonist,M5 antag,CRFR2-BP antag,CRFBP-R2 agonist
CC(=O)N1N=C(c2ccccc2O)OC1(C)CC(=O)Nc1ccccc1 (configuration not stated),-13,4,4,3,-2,0,9,-7,0.4
Cc1nn(CC(=O)O)c(C)c1[N+](=O)[O-],10,1,7,7,-2,2,-13,-24,6.4
CCN1CCN(C(c2cccs2)C(C)NC(=O)c2cccnc2)CC1 (configuration not stated),-3,1,9,-2,-9,-10,11,4,-0.8
COc1ccc(C2CC(=O)C3=C(C2)Nc2ccccc2N(C(=O)CCC(=O)O)C3c2ccc(F)cc2)cc1OC (configuration not stated),5,0,8,2,-2,6,-3,-21,1.0
Cc1cc(C(C)(C)C)nc2[nH]n(-c3ccccc3)c(=O)c12,-3,6,-8,0,3,-1,1,4,-0.2
Cc1ccc(C(=O)N2CCCC(N3CCN(c4ccccc4F)CC3)C2)s1 (configuration not stated),-3,-1,2,6,-7,-8,-9,0,0.2
COc1ccc(C)cc1COC(=O)c1[nH]c(C)c(C(C)=O)c1C,-5,11,-7,-5,3,-6,9,-8,1.4
O=C1CCC(C(=O)N2CCCC(Nc3ccc(F)cc3)C2)=NN1 (configuration not stated),-5,1,-1,9,-4,6,22,2,-0.9
C=CCSC1=C(C#N)C(c2ccccc2Cl)C(C(=O)c2cccs2)C(O)(C(F)(F)F)N1 (configuration not stated),-18,11,-8,-18,0,1,27*,18,3.6
Cn1c(=O)c2[nH]c(=O)cnc2n(C)c1=S,2,1,-8,10,0,-1,-14,-17,8.8
CCn1c(C)nc2cc(C(=O)N/N=C/c3ccc(N4CCOCC4)cc3)ccc21,-16,13,-4,-6,0,2,24,7,1.0
CC(=O)c1c(C)[nH]c(C(=O)CSc2nnc(C3CCCCC3)n2N)c1C,1,-2,-3,3,-2,2,4,-3,0.0
COc1ccccc1CCC(=O)Nc1ccc2c(c1)CN(Cc1ccc(C)o1)CC2,-4,6,-8,4,-6,5,12,4,0.4
CCCCCCC(O)(CCN1CCCCC1)c1ccccc1 (configuration not stated),-21,3,-16,-27,-9,88*,98*,-10,-0.4
CC(=O)Nc1ccc(NC(=O)CSc2nnc(NC(=O)C3CC(=O)N(c4ccccc4)C3)s2)cc1 (configuration not stated),1,1,2,3,-1,-15,-2,0,1.1
NNc1nc(-c2ccccc2)c2ccccc2n1,-3,0,-6,4,-5,-3,-3,10,0.1
O=C(NC1CCCC1)C1CCN(C(=O)Nc2cccc(Cl)c2)CC1,8,3,8,8,-3,2,-5,-9,-0.4
CCN(CC)CCNCc1ccc(Br)cc1OCC(=O)NCc1ccccc1,-7,1,-7,0,-16,1,7,12,3.1
Cc1ccc2oc(=O)n(CC(=O)N3CCOCC3)c2c1,-4,0,-14,2,1,2,9,-3,4.3
Cn1nc(C(=O)NNC(=O)c2cccc(Cl)c2)ccc1=O,-2,0,2,3,2,2,13,9,-0.8
Cc1c(NC(=O)c2cnc(Cl)c(Cl)c2)c(=O)n(-c2ccccc2)n1C,4,0,-3,-7,-5,-8,3,-2,0.4
Cc1cc(C)n(/N=C/c2cc([N+](=O)[O-])ccc2O)c(=O)c1,5,1,3,9,1,-2,7,-15,4.8
CCOC(=O)C1=C(COC(=O)/C=C/c2cc(OC)c(OC)c(OC)c2)NC(=O)NC1C (configuration not stated),-10,4,-1,-1,-1,-2,24,-4,-1.8
S=C(NC1CC1)N1CCCc2ccccc21,4,1,-1,13,-3,-9,-16,10,0.4
Cc1ccc2[nH]c(=O)c(CN(CCO)Cc3nnnn3CCc3ccccc3)cc2c1,4,1,16,6,1,-7,-5,-10,-0.8
NC(=O)C1CCN(C(=S)NCc2ccc3c(c2)OCO3)CC1,-2,2,0,5,0,-3,5,2,0.5
CCN(CC)CCNC(=O)c1ccc(NC(=O)c2ccc(Cl)c(S(=O)(=O)N3CCCCCC3)c2)cc1,-33,1,-46,-25,-19,70*,79*,-24,2.7
CC(C)CC(=O)OCC(=O)Nc1ccccc1Sc1ccccc1,-3,-2,-5,-1,-4,0,1,34,0.4
COc1ccc(C(=O)CNc2ccccc2CO)cc1,-4,2,-1,5,-3,-4,-8,0,0.4
COc1ccccc1CN1CC(C(=O)NCc2cccc(C)n2)CCC1=O (configuration not stated),4,-1,13,-2,0,-1,-5,4,2.0
CC(C)(C)c1ccc(C(=O)NNc2cc(N3CCOCC3)nc(N3CCOCC3)n2)cc1,-3,2,0,-5,-2,-3,7,-1,0.3
O=C1c2ccccc2CN1C(CO)Cc1ccccc1 (configuration not stated),-6,0,-1,4,-2,5,14,21,-1.1
CC(=O)c1sc(NC(=O)CSC(C)C(=O)Nc2cc(C)on2)nc1-c1ccccc1 (configuration not stated),-4,3,2,6,3,-14,8,3,-0.7
Cc1nn(C(C)C(=O)N2CCOCC2)c(=O)c2nn(-c3ccccc3)c(C)c12 (configuration not stated),-5,1,2,4,-6,-2,10,2,-1.7
COc1cc(OC)c(NC(C)C(=O)N2CCCC2)cc1Cl (configuration not stated),9,1,-6,10,1,-4,-9,1,0.2
COc1ccc(C2=C(CN(C)C)C(c3ccccc3)c3ccccc3O2)cc1 (configuration not stated),4,-1,-16,-1,-5,5,3,-13,0.1
NC(=O)c1nsc(C(=O)N(Cc2cccnc2)C(C(=O)NC2CCCC2)c2ccc(F)cc2)c1N (configuration not stated),-4,3,2,3,-3,1,7,-16,-0.8
CCc1cc2c(SCC(=O)c3ccccc3)ncnc2s1,3,0,2,7,-7,-7,-3,-17,0.6
O=C(/C=C/c1ccc(Cl)cc1)c1ccc([N+](=O)[O-])o1,6,2,5,5,4,-9,0,-45,5.3
CCOC(=O)c1sc(Nc2nc3cc4c(cc3s2)OCO4)cc1C,1,1,-4,7,1,-6,0,-7,2.5
Cc1ccc(C)c(NS(=O)(=O)c2ccc(-c3coc(C)n3)cc2)c1,-1,8,-5,3,0,-9,1,3,-0.8
O=C1N/C(=C\c2ccccc2)c2ccccc21,1,2,8,11,1,-13,-8,0,2.2
O=C(CCl)c1cc2c3c(c1)CC(=O)N3CCC2,1,0,0,-2,-1,3,9,-2,-3.0
CCN(CC)S(=O)(=O)c1ccc(C(=O)NCC2CCCCC2)cc1,5,2,0,9,-1,-20,-3,11,-0.5
O=C(Nc1ccc(Cl)cc1)Nc1nnc(/C=C/c2ccccc2)s1,2,4,-23,16,4,15,11,-8,0.8
CCO[C@H]1OC(C(=O)N2CCN(Cc3ccccc3)CC2)=C[C@@H](c2cn(C(C)=O)c3ccccc23)[C@@H]1CCCO,3,16,5,3,-4,-10,11,-14,-1.0
CCc1nnc(NC(=O)CSc2nc3cc4c(cc3cc2CC)OCCO4)s1,-2,-1,3,8,1,-7,-4,-14,3.0
CCOC(=O)CSc1nc(N)c2c3c(sc2n1)CCCC3,4,1,-1,4,-5,5,-4,-16,-0.4
O=C(NCC1CCCO1)c1cc2cc(Cl)ccc2[nH]1 (configuration not stated),7,2,-5,5,4,-7,-4,20,-0.9
Nc1ncnc2c1ncn2[C@@H]1O[C@H](CNCc2ccccc2OC2OC(CO)C(O)C(O)C2O)[C@@H](O)[C@H]1O (some centres not stated),-3,0,3,8,0,1,0,5,0.7

# Five records drawn at random from the list so far, as already listed:
SMILES,CHRM5 PAM,M4 ag,M4 PAM,CHRM1 PAM,CHRM5 agonist,CHRM4 antagonist,M5 antag,CRFR2-BP antag,CRFBP-R2 agonist
O=C(Nc1ccc(Cl)cc1)Nc1nnc(/C=C/c2ccccc2)s1,2,4,-23,16,4,15,11,-8,0.8
O=C(NCC1CCCO1)c1cc2cc(Cl)ccc2[nH]1 (configuration not stated),7,2,-5,5,4,-7,-4,20,-0.9
CCO[C@H]1OC(C(=O)N2CCN(Cc3ccccc3)CC2)=C[C@@H](c2cn(C(C)=O)c3ccccc23)[C@@H]1CCCO,3,16,5,3,-4,-10,11,-14,-1.0
CCN(CC)S(=O)(=O)c1ccc(C(=O)NCC2CCCCC2)cc1,5,2,0,9,-1,-20,-3,11,-0.5
CCOC(=O)c1sc(Nc2nc3cc4c(cc3s2)OCO4)cc1C,1,1,-4,7,1,-6,0,-7,2.5

# Other entries follow.
SMILES,CHRM5 PAM,M4 ag,M4 PAM,CHRM1 PAM,CHRM5 agonist,CHRM4 antagonist,M5 antag,CRFR2-BP antag,CRFBP-R2 agonist
CCOC(=O)CCn1c2nc(C)cc(C)c2c(=O)n1-c1ccccc1,8,1,6,10,-4,-4,-7,-10,-2.0
O=C(c1ccc2c(c1)OCO2)N1CCN(S(=O)(=O)c2ccc(Br)cc2Cl)CC1,-4,3,-5,-5,2,7,3,-1,-0.3
Cn1c(=O)c2c(nc(CN3CCC(C(N)=O)CC3)n2Cc2ccccc2Cl)n(C)c1=O,3,0,-4,8,-4,1,-1,21,0.6
CC(=O)c1cccc(CN2CCN(CCc3ccccc3)C(CCO)C2)c1 (configuration not stated),-4,1,-10,-3,-18,3,9,-3,2.7
Cc1cc(C)cc(NCc2cc3c(cc2[N+](=O)[O-])OCO3)c1,-4,-1,-1,1,-4,1,-2,-3,-3.7
CC(/C=C/c1ccccc1)NC(N)=O (configuration not stated),-4,0,5,4,0,1,8,-1,-0.5
Cc1cccc(-n2ncc3c(N4CCCC4)ncnc32)c1,-4,6,23*,0,1,-3,1,-18,3.0
CCOC(=O)N1CCC(N(CCN(C)C)C(=S)Nc2cccc(OC)c2)CC1,6,0,-2,7,1,2,-1,0,0.2
CCOn1c(=O)c(=O)n(OC)c2ccccc21,1,0,1,3,-2,-7,9,11,1.5
CSc1ccc(C(O)c2ncc(-c3ccccc3F)[nH]2)cc1 (configuration not stated),0,3,-2,-3,1,-4,1,·,·
CC(=O)NC(Cc1ccc(F)cc1)C(=O)NC1CCN(c2ncccc2[N+](=O)[O-])CC1 (configuration not stated),5,2,2,10,-2,10,5,38,0.2
CCN(CC(=O)NCc1ccc(F)cc1)C(=O)Cc1c(F)cccc1Cl,0,1,1,4,-2,0,4,6,-0.8
COc1ccc(OCCCC(=O)Nc2ncn[nH]2)cc1,-5,1,1,2,-1,-1,8,2,-2.1
CCOCCCNC(=O)c1ccc2c(=O)n(Cc3ccc4c(c3)OCO4)c(=S)[nH]c2c1,4,2,1,8,0,-1,1,-12,-1.2
FC(F)(F)c1cccnc1-n1cncn1,8,1,-8,3,4,-1,-10,-9,1.1
CC1=NN(C(C#N)c2ccc(F)cc2)C(C)(C)C1 (configuration not stated),-3,1,-5,7,1,4,-6,11,0.1
O=C(Nc1ccc(C(=O)Oc2ccccc2)c(O)c1)c1ccccc1,0,4,-1,2,-2,4,-3,-38,-0.5
COc1ccccc1NC(=S)NC(=O)CCc1ccccc1,-1,0,-4,2,-8,-7,-2,-20,-0.6
Cc1c(C(=O)N/N=C/C(C)C)[nH]c2ccc([N+](=O)[O-])cc12,-5,11,2,-7,1,-5,2,9,-1.0
CCOc1ccc(C(=O)COC(=O)Cn2[nH]c(=O)c3ccccc3c2=O)cc1,-11,14,-5,-11,3,-8,9,27,-1.6
CN(C)/C=C/C1=CC(=O)CC(C)(C)C1,-2,1,1,5,0,-5,2,6,-0.3

# Compound activity (PubChem BioAssay)
